Screening results (PubChem)
ATXN2 expr inh – Primary qHTS for Inhibitors of ATXN expression. HEK-293 ATXN2-luciferase reporter, luminescence, 24 h. Potency, µM (highest dose often 57 µM), for inactives: top-dose activity change, negative = inhibition, hits mostly inhibitors. 0.72% of 360,000 active. AID 1745845, 2022; further: on the % scale 0 is the no-effect control and ±100 the full control effect; nearly all actives have a fitted effect of over 55% in size
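ATXN2-luciferase reporter cells (luciferase flanked by upstream and downstream ATXN2 gene portions) were treated 24 h at 37 °C with compounds at up to 57 uM. SteadyGlo luminescence gave expression; GF-AFC fluorescence gave viability.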
Nrf2 ARE act – qHTS of Nrf2 Activators. AREc32 ARE-luciferase reporter (MCF7-derived line), luminescence, 24 h. Potency, µM (titrated, usually from 46.1 µM), without a hit: at the top dose activation, most hits filed as activators. 0.31% of 410,000 active. AID 624171, 2012; further: % of control where 0% means no effect; nearly all actives have a fitted effect of over 65% in size
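AREc32 cells carrying an ARE-driven firefly luciferase, 1000 cells/well in OPTI-MEM with 5% FBS, dosed after overnight attachment and incubated 24 hr at 37 deg C. Steady-Glo luminescence read after 30 min at RT.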
ATXN viability – Viability Counterscreen for Primary qHTS for Inhibitors of ATXN expression. Potency, µM (series often up to 56.7 µM), hits mostly cytotoxic. S2 cells (HEK-293 line with an ATXN2-luciferase reporter) viability, CellTiter-Fluor protease fluorescence, 24 h. 0.49% of 400,000 active; further: nearly all actives have a fitted effect of over 40% in size
Nrf2 block – Nrf2 qHTS screen for inhibitors; A549 ARE-Fluc reporter, luciferase luminescence, 18-24 h; 2.1% of 360,000 active; Potency, µM (titrated, usually from 46 µM), for inactives: top-dose activity change, negative = inhibition, usual class: inhibitors; further: on the % scale 0 is the no-effect control and ±100 the full control effect; nearly all actives have a fitted effect of over 60% in size
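In this cell-based qHTS, ARE-driven firefly luciferase in A549 cells reports Nrf2 activity; the luminescent signal after BugLite lysis is the measured value, with a prior CellTiter-Fluor read for cell health.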
MCF10A rereplic – A quantitative high throughput screen for small molecules that induce DNA re-replication in MCF 10a normal breast cells. Potency, µM (top dose mostly 46.1 µM), without a hit: at the top dose activity, positive = re-replication, hits mostly activators. 2.9% of 350,000 active. MCF 10A DNA re-replication, Hoechst nuclear intensity, 48 h; further: % of control where 0% means no effect; nearly all actives have a fitted effect of over 50% in size
HepG2 tox – qHTS for Inhibitors of TGF-b: Cytotox Counterscreen; Potency, µM (series often up to 46.1 µM), for the others: at the top dose activity change, negative = cytotoxicity, actives largely listed as cytotoxic; HepG2 CAGA-GFP viability, ATP luminescence, 18 h; 0.76% of 410,000 active; AID 588856, 2011; further: some results filed as inactive show a strong effect at the top dose
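CellTiter-Glo luminescence gave cytotoxicity after 18 hours at 37 degrees C. The cells were HepG2 CAGA-GFP in 1% FBS DMEM, stimulated with 500 pg/mL TGF-beta after compound addition. %Activity was normalised to no-cell wells (complete cell-killing) and DMSO (no toxicity), and curves were fitted and classified.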
TGFb SMAD3 inh – qHTS for Inhibitors of TGF-b; HepG2 CAGA-GFP TGF-b/SMAD3 reporter, GFP fluorescence, 18 h; TGF-beta stimulated, 500 pg/mL final; Potency, µM (highest dose often 46.1 µM), without a hit: top-dose activity, negative = inhibition, hits mostly inhibitors; 1.2% of 410,000 active; further: on the % scale 0 is the no-effect control and ±100 the full control effect; nearly all actives have a fitted effect of over 65% in size
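Using HEPG2 CAGA-GFP reporter cells at 1000 cells/well, we pinned test compounds, stimulated with recombinant TGF-beta (500 pg/mL final) and measured total well GFP after 18 h.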
EPAC2 antag – qHTS for Antagonist of cAMP-regulated guanine nucleotide exchange factor 2 (EPAC2): primary screen | Potency, µM (doses to about 114 µM), for inactives: top-dose activity, negative = inhibition, actives largely listed as inhibitors | AID 720708, 2013 | 0.18% of 360,000 active | Rap guanine nucleotide exchange factor 4 (Homo sapiens), Q8WZA2 | EPAC2 GEF exchange of Rap1B-BODIPY-GDP, fluorescence; further: on the % scale 0 is the no-effect control and ±100 the full control effect; nearly all actives have a fitted effect of over 45% in size; many of its hits are not listed in these tables
Target sequence (Q8WZA2 whole entry, looked up): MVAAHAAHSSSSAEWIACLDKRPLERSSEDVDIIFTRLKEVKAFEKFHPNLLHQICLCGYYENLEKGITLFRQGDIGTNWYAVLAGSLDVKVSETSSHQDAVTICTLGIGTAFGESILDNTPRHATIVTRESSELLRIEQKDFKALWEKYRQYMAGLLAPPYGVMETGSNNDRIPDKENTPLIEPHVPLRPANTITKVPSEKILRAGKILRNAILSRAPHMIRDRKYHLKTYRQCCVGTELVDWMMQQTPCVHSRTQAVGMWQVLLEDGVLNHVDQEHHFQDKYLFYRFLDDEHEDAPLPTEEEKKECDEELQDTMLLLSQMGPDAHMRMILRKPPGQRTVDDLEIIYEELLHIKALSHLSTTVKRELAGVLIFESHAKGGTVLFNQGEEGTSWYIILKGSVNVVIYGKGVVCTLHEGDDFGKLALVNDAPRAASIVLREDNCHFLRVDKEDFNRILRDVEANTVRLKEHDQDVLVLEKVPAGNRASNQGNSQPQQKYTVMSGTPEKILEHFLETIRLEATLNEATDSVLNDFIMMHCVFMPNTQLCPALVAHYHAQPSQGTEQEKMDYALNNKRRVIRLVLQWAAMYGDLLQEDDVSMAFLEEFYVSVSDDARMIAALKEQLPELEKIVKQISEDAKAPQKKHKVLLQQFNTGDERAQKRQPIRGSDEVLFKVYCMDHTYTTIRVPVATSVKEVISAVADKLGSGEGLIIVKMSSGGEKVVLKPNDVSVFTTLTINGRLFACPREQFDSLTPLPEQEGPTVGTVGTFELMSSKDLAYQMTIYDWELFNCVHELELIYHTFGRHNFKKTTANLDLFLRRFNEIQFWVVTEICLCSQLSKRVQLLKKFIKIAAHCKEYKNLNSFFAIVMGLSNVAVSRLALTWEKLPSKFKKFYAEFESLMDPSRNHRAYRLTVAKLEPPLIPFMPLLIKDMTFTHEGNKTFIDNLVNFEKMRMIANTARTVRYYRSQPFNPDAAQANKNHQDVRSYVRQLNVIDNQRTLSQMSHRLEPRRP
A549 viability – Nrf2 qHTS screen for inhibitors: counterscreen for cytotoxicity; A549 ARE-Fluc cells, CellTiter-Fluor viability, 18-24 h; Potency, µM (doses to about 46 µM), for inactives: top-dose activity change, negative = cytotoxicity, hits mostly inhibitors; 0.16% of 390,000 active; AID 504648, 2011; further: on the % scale 0 is the no-effect control and ±100 the full control effect
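A549 ARE_Fluc cells in 5% FBS OPTI-MEM were exposed to compounds in concentration-response for 18-24 h at 37 deg C. Viability was read by CellTiter-Fluor fluorescence (Ex 405/Em 525) after 30 min, before the luciferase read.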
Active calls of the source: *; i = inactive; ? = inconclusive; / = not tested or not shown; & = joins results of further samples; [ ] = dose if it differs, or a comment. The call rests on the fitted dose curve; in most records, active means well fitted curve in the direction sought with a large enough effect; inconclusive means small, poorly fitted or top-dose-only effect, or another doubt; inactive means no such curve, though single readings can be large; an effect the other way counts as inactive or inconclusive. Potency means the concentration at half of the fitted maximal effect.

entry	SMILES	ATXN2 expr inh	Nrf2 ARE act	ATXN viability	Nrf2 block	MCF10A rereplic	HepG2 tox	TGFb SMAD3 inh	EPAC2 antag	A549 viability
1	Cc1ccc(Cn2c(C(C)Nc3nc(-c4ccc(F)cc4)cs3)nc3cc(C(=O)NCCCO)ccc32)cc1 (centres undefined)	-10%	4.9%	?	3%	-2%	8%	?	11%	-2%
2	Cc1ccc(CNC(=O)Cn2ccc3ccccc3c2=O)o1	1%	0.1%	i	6%	-1%	-3%	-9%	16%	4%
3	CC(CCn1cccn1)NC(=O)c1cc(COc2ccc(F)cc2F)on1 (centres undefined)	-13%[11.3 µM]	-0.1%	i	-5%	0%	13%	9%	-6%	0%
4	O=S(=O)(CCSc1ccc(C(F)(F)F)cn1)c1ccc(Cl)cc1	-17%	?	i	-15%	-4%	-25%	-5%	-13%	-1%
5	O=C(NC1CCCC1)C1CCCN(S(=O)(=O)c2ccc(-n3cnnn3)cc2)C1 (centres undefined)	2%	0.0%	?	0%	1%	5%	-4%	3%	1%
6	COc1cc(CNCCSc2nnnn2C)cc(Br)c1OCc1ccccc1	/	6.1%	i	12%	?	-57%	?	?	14%
7	O=S(=O)(Nc1ccc(Br)cn1)c1ccc(Cl)s1	-6%	-0.4%	i	0%	-1%	-7%	-19%	-16%	1%
8	O=C(O)c1ccc(/C=C2\SC(=S)N(NC(=O)c3ccc(Br)cc3)C2=O)cc1	-20%	1.3%	i	4%	-17%	-16%	-4%	5%	8%
9	CCOC(=O)C(C(C)=O)c1c(Br)c(O)c(O)c2c(C(=O)c3ccc(C)cc3)coc12 (centres undefined)	14µM*	23%	?	7.3µM*	?	-41%	10µM*	-8%	8.2µM*
10	CCCc1cc(=O)[nH]c(Nc2ccc(O)cc2)n1	1%	-0.4%	i	-13%	-4%	9%	-18%	7%	-1%
11	O=C(O)CSc1nnc(COc2cccc3cccnc23)n1-c1ccc(Cl)cc1	-19%	0.1%	i	?	5%	5%	-16%	2%	-1%
12	CN(C)C(=O)c1c2c(nc3ccccc13)CCCC2	-8%	0.0%	i	-14%	-1%	-2%	-1%	19%	5%
13	COc1ccccc1-n1c(SCC(=O)N2CCOCC2)nc(O)c(Cc2ccccc2)c1=O	-10%	-0.5%	i	?	3%	-4%	19%	-13%	6%
14	COc1cc(OC)cc(OC2(C)CCN(Cc3ccc(OC(C)C)cc3)C2)c1 (centres undefined)	-24%	-0.5%	?	/	/	-19%	14%	11%	/
15	COc1ccc(NC(=O)N(C)C[C@H]2Oc3c(NS(=O)(=O)c4cccs4)cccc3C(=O)N([C@H](C)CO)C[C@@H]2C)cc1	15%	0.1%	i	?	-3%	7%	13%	12%	-1%
16	CCOc1cc(C(=O)OC(C(=O)NC(=O)NC)c2ccccc2)ccc1OCC(=O)N1CCOCC1 (centres undefined)	-10%	-1.0%	i	0%	-4%	2%	-16%	10%	1%
17	CCN1C(=O)N(c2cccc3ccccc23)C(C)=CC1(C)C	3%	-1.7%	i	/	3%	27%	?	6%	-10%
18	COc1ccc(-c2[nH]ncc2CN(Cc2nccn2C)C(C)C)c(F)c1	-2%	-0.3%	i	-12%	1%	1%	1%	-1%	5%
19	CC1(C)C(=O)Nc2ccccc2N1C(=O)COC(=O)c1cccs1	1%	0.0%	i	-10%	-1%	0%	10%	0%	-9%
20	Nc1c([N+](=O)[O-])cc(-c2cnc[nH]2)cc1[N+](=O)[O-]	/	2.0%	i	9%	-1%	-3%	-6%	-10%	-8%
21	CC1(C(=O)NS(=O)(=O)Cc2cccc(Cl)c2)CCN1C(=O)Cc1ccc(Cl)cc1Cl (centres undefined)	6%	-0.7%[9.22 µM]	i	/	/	-10%	-7%	-13%	/
22	COc1ccc(C(=O)NCc2nnc(SC)n2Cc2ccccc2)cc1	-3%	1.5%	i	17%	10%	-19%	1%	-15%	-3%
23	O=C(NCCCN1CCN(c2cccc(Cl)c2)CC1)C1CCC(=O)N1Cc1ccccc1Cl (centres undefined)	?	8.7%	?	-8%	?	-41%	?	12%	-8%
24	COc1ccc(/C=C/C(=O)Nc2ccccc2)cc1S(=O)(=O)N1CCOCC1	/	3.8%	i	-29%	6%	-26%	?	-1%	-5%
25	O=C(CN1CCN(S(=O)(=O)c2ccccc2)CC1)NCc1ccccc1	-5%	-0.3%	i	0%	-54%[inhibitor]	-2%	3%	5%	0%
26	COc1ccc(/C=N/NC(=O)c2ccn[nH]2)cc1COc1ccc(Cl)cc1	3%	3.1%	?	?	?	-28%	?	3%	-11%
27	CCOc1ccc(Nc2nc(N)nc(CN(C)C3CCCCC3)n2)cc1	8%	3.6%	i	?	?	-9%	-6%	16%	4%
28	Cc1onc(-c2ccccc2)c1C(=O)Nc1nc(-c2ccc(F)c(F)c2)cs1	4%	1.7%	i	-13%	?	-49%	?	1%	-2%
29	Nc1ccn([C@@H]2O[C@H](C(=O)N(CCC3=CCCCC3)CC3CC3)[C@@H](O)[C@H]2O)c(=O)n1	4%	-0.7%	i	/	/	-33%	-12%	11%	/
30	CNC(=O)NC(=O)C(C)OC(=O)CCCSc1nc2ccccc2s1 (centres undefined)	?	-2.2%	i	?	0%	6%	-8%	5%	2%
31	O=C(NCCC1=CCCCC1)c1ccc2c(c1)N(Cc1ccc(Cl)cc1)C(=O)c1ccccc1S2(=O)=O	27%	-0.5%	i	14%	/	-21%	-10%	/	-4%
32	Cc1ccc(NC(=S)N(Cc2ccc(Cl)cc2)Cc2ccc(C(=O)O)cc2)cc1Cl	/	-0.1%	i	?	9%	-20%	-15%	-16%	-5%
33	CCOC(=O)C1CCN(C(=O)CCc2nnc3ccc(NCCCN4CCCC4=O)nn23)CC1	/	-0.9%	?	7%	-4%	-11%	21%	-3%	-9%
34	CCOC(=O)/C(C#N)=C/c1cn(CCC(=O)O)nc1-c1ccc(F)cc1	-18%	-0.5%	?	-10%	-3%	-14%	3%	0%	-13%
35	CSc1nc2ccccc2n1CC(=O)Nc1c(C)n(C)n(-c2ccccc2)c1=O	3%	0.4%	i	-13%	1%	-17%	19%	1%	2%
36	COc1cc(/C=N/NC(=O)C[n+]2ccccc2)cc(OC)c1OC(C)=O	6%	-0.1%	?	-4%	-6%	28%	27%	-4%	1%
37	CCOC(=O)/C(C#N)=C/c1c(OCC)n(CC)c2ccccc12	-18%	2.0%	i	-6%	15%	-24%	0%	-8%	-10%
38	COc1ccc2nc(Nc3nc(CSc4nc5ccccc5[nH]4)cc(=O)[nH]3)nc(C)c2c1	0%	4.0%	i	?	3.7µM*	4%	2.8µM*	13%	?
39	O=C(CCn1c(=O)oc2ccccc21)NCCCN1CCOCC1	-7%	-0.6%	i	-28%	-7%	5%	3%	5%	-5%
40	Cc1ccnc(NC(=O)CCC(=O)N(Cc2ccco2)C(C(=O)NC(C)C)c2ccc(F)cc2)c1 (centres undefined)	0%	2.2%	i	-8%	3%	-2%	2%	-8%	-2%
41	O=C(Cc1ccc([N+](=O)[O-])cc1)Nc1ccc2c(c1)CCC2	2%	0.3%	i	3%	0%	-3%	6%	9%	4%
42	Cn1c(C(=O)NCc2cccs2)cc2c(=O)n(C)c3ccccc3c21	-3%	6.1%	i	3%	13%	-3%	14%	25%	15%
43	COc1ccccc1NC(=O)N1CCC(c2nnc(SCC(N)=O)n2C)CC1	-1%	0.0%	i	4%	2%	-4%	3%	-1%	-5%
44	CCCS(=O)(=O)N1CCC(C(=O)NCCCN(CC)c2cccc(C)c2)CC1	-1%	2.4%	i	-18%	-1%	-12%	4%	?	-2%
45	CCOc1ccc(Cc2nnc(N)s2)cc1OCC	-6%	-0.8%	i	-4%	1%	17%	16%	8%	-8%

Entries of single compounds as entered above.
Entry for COc1cc(/C=N/NC(=O)C[n+]2ccccc2)cc(OC)c1OC(C)=O = ATXN2 expr inh: 6%; Nrf2 ARE act: -0.1%; ATXN viability: ?; Nrf2 block: -4%; MCF10A rereplic: -6%; HepG2 tox: 28%; TGFb SMAD3 inh: 27%; EPAC2 antag: -4%; A549 viability: 1%
Entry for CCOC(=O)C1CCN(C(=O)CCc2nnc3ccc(NCCCN4CCCC4=O)nn23)CC1 = ATXN2 expr inh: /; Nrf2 ARE act: -0.9%; ATXN viability: ?; Nrf2 block: 7%; MCF10A rereplic: -4%; HepG2 tox: -11%; TGFb SMAD3 inh: 21%; EPAC2 antag: -3%; A549 viability: -9%

(list continues)
entry	SMILES	ATXN2 expr inh	Nrf2 ARE act	ATXN viability	Nrf2 block	MCF10A rereplic	HepG2 tox	TGFb SMAD3 inh	EPAC2 antag	A549 viability
46	COc1ccc(-n2cnnc2SCc2ncc(-c3ccccc3)o2)cc1	-6%	0.6%	i	?	3%	-15%	4%	9%	2%
47	COc1ccc(N(C(=O)Cn2nnc3ccccc32)C(C(=O)NCc2ccco2)c2ccc(C)o2)cc1 (centres undefined)	6%	0.9%	i	/	5%	-1%	62%[activator]	-8%	-10%
48	CCc1noc(C)c1C(=O)Nc1nc(-c2ccc(NC(C)=O)cc2)cs1	-12%	-0.4%	?	-9%	19%	-13%	-12%	0%	-2%
49	O=S(=O)(c1ccc(Cl)cc1)N1CCN(c2nc(-c3cccs3)nc3ccccc23)CC1	1%	2.0%	i	?	-1%&-1%	2%&-14%&-22%	?	5%	1%&2%&7%&-3%
50	CN(C)C=NC(=O)c1ccc(N2CCN(c3ncc(C(F)(F)F)cc3Cl)CC2)cc1	?	-0.4%	i	?	15µM*	-2%	-6%	-29%	-28%
51	Cc1ccc(NC(=O)c2nn(C34CC5CC(CC(C5)C3)C4)cc2[N+](=O)[O-])cc1	-4%	-0.3%	i	/	?	-4%	3%	-14%	-10%
52	CC(=O)c1ccc(N2CCN(S(=O)(=O)c3ccccc3)CC2)c(F)c1	-7%	0.5%	i	-29%	9%	2%	-1%	16%	1%
53	CCOc1ccccc1NC(=O)COC(=O)CN1C(=O)NC(C)(C)C1=O	4%	-0.2%	i	19%	-3%	-24%	5%	14%	7%

This is a subset; the hit share may differ from the screen's.
